# High-throughput results from PubChem.
# All columns: NCI-60 one-dose screen, growth in % after 48 h at 10 µM unless noted; 100 = growth as untreated, 0 = no growth, -100 = all killed.
# HL-60(TB): HL-60(TB) leukemia cells | 78,000 tested, 9% active; active = growth percent below 10
# * = called active by the depositor; & = joins results of further samples; [ ] = another dose, or the depositor's remark.
SMILES,HL-60(TB)
COc1ccc(C2c3sc4c(Br)cccc4c3Oc3ncnc(N)c32)cc1 (stereo not drawn),97.5
Cc1c(C(=O)NCCCC(=O)NO)sc2ncnc(Nc3ccccc3)c12,104.2
Cc1ccc(NC(=O)c2ccc(Nc3ncnc4c3cnn4-c3cccc(F)c3)cc2)cc1,90.2
Cn1cnc([N+](=O)[O-])c1Sc1ccncn1,92.8
CCCCCCCCCCCCCCCCCC1=NCCN1CCOC1=C(Cl)C(=O)c2ccccc2C1=O,70.1
CCOc1ccc(NC(=O)OCCN2CCN(CCc3ccccc3)C(C)C2)cc1 (stereo not drawn),62.1
CC(=O)Nc1cc(F)cc(-c2ccc3[nH]cc(-c4ccccc4)c3n2)c1,7.8*
CCC(C)(C)c1ccc(Nc2ccc(Nc3ccc(C(C)(C)CC)cc3)cc2)cc1,47.5
CC1=C(C(=O)Nc2ccccc2)C(c2c(O)cc(O)cc2O)n2c(nc3ccccc32)N1 (stereo not drawn),84.1
COc1ccc(Cn2cc(C(=O)Nc3cccnc3Nc3ccc(F)cc3)nn2)cc1,102.8
COC(=O)c1ccc(Nc2nc(N)n(Cc3cccc(Br)c3)n2)cc1,90.7
CCC(=O)Nc1ccc(C(=O)NCCN(CC)CC)cc1,93.0
Cc1cc2c(c3c1C(C)CCC3=O)C(C)(C)CC2(C)C (stereo not drawn),60.7
CC(=O)O[C@H]1CC[C@@]2(C)[C@@H](CC=C3[C@@H]2CC[C@]2(C)[C@@H]([C@H](C)/C=C/[C@H](C)C(C)C)CC[C@@H]32)C1,103.4
Fc1ccc(-c2nn(-c3ccccc3)cc2-c2nc3ccccc3o2)cc1,77.3
NC(Cc1ccc(O)c([N+](=O)[O-])c1)C(=O)O (stereo not drawn),113.8
COc1ccc(C2=NN(C(=O)c3ccc(S(C)(=O)=O)cc3)C(c3ccc(OC)cc3)C2)cc1 (stereo not drawn),53.2
O=C(c1cc2ccccc2o1)c1nn(-c2ccccc2)/c(=N/N=Cc2cn(-c3ccccc3)nc2-c2cc3ccccc3oc2=O)s1,98.2
O=C(C[P+](c1ccccc1)(c1ccccc1)c1ccccc1)c1ccc([N+](=O)[O-])cc1,104.1
Cc1nnc2c3nncn3c3ccccc3n12,95.2
Cc1cccnc1NC(=O)OC(C)C,58.1
CC(=O)Oc1ccc(N=C2NC(=O)S/C2=C\N2N=C(c3ccc(F)cc3)CC2c2ccc(F)cc2)cc1 (stereo not drawn),91.8
C/C(=N\Nc1ccc2ccccc2n1)c1ccccn1,-39.0*
OC(COc1ccccc1Cl)CN1CCOCC1 (stereo not drawn),112.2
CC(O)CCNC(c1ccccc1)C(O)c1ccccc1 (stereo not drawn),102.4
O=S(=O)(O)c1cccc2c1oc1ccccc12,100.3
CCOC(=O)C1=C(N)N(c2ccc(C)cc2)C2=C(C(=O)CC(C)(C)C2)C1c1ccc([N+](=O)[O-])cc1 (stereo not drawn),100.0
COc1cc2c(cc1O)CC[C@@H]1C2CC[C@@]2(C)C1CC[C@@H]2O (stereo partly drawn),-3.1*
NNc1c(Cl)cc(Cl)cc1Cl,99.4
COC(=O)/C=C1/S/C(=N\N=C\c2ccc(OS(=O)(=O)C(F)(F)C(F)(F)C(F)(F)C(F)(F)C(F)(F)C(F)(F)C(F)(F)C(F)(F)F)cc2)N(c2ccccc2)C1=O,103.5
CSCCC(NC(=O)COc1ccc(Cl)cc1Cl)C(=O)O (stereo not drawn),112.0
O=[N+]([O-])c1cc(Br)c(O)c(Br)c1,119.0
CCN(Cc1ccccc1)c1ccc(C=O)cc1,85.2
COc1ccc(OC)c(NC(=O)N2CCCC(C)C2)c1 (stereo not drawn),67.5
COC(=O)[C@]1(C)CCC[C@]2(C)[C@H]3C[C@H]4C(C(C)C)=C[C@]3(CC[C@H]21)[C@H]1[C@@H]4[C@@H](OCCc2noc(C)n2)CC[C@@H]1OCCc1noc(C)n1,69.9
Cc1c(C)c(C)c(Br)c(C)c1C,83.4

# Given as tab-separated lines: 26 of the compounds above
Structure	HL-60(TB)
COC(=O)c1ccc(Nc2nc(N)n(Cc3cccc(Br)c3)n2)cc1	90.7
CCC(=O)Nc1ccc(C(=O)NCCN(CC)CC)cc1	93.0
Cc1cc2c(c3c1C(C)CCC3=O)C(C)(C)CC2(C)C (stereo not drawn)	60.7
CC(=O)O[C@H]1CC[C@@]2(C)[C@@H](CC=C3[C@@H]2CC[C@]2(C)[C@@H]([C@H](C)/C=C/[C@H](C)C(C)C)CC[C@@H]32)C1	103.4
Fc1ccc(-c2nn(-c3ccccc3)cc2-c2nc3ccccc3o2)cc1	77.3
NC(Cc1ccc(O)c([N+](=O)[O-])c1)C(=O)O (stereo not drawn)	113.8
COc1ccc(C2=NN(C(=O)c3ccc(S(C)(=O)=O)cc3)C(c3ccc(OC)cc3)C2)cc1 (stereo not drawn)	53.2
O=C(c1cc2ccccc2o1)c1nn(-c2ccccc2)/c(=N/N=Cc2cn(-c3ccccc3)nc2-c2cc3ccccc3oc2=O)s1	98.2
O=C(C[P+](c1ccccc1)(c1ccccc1)c1ccccc1)c1ccc([N+](=O)[O-])cc1	104.1
Cc1nnc2c3nncn3c3ccccc3n12	95.2
Cc1cccnc1NC(=O)OC(C)C	58.1
CC(=O)Oc1ccc(N=C2NC(=O)S/C2=C\N2N=C(c3ccc(F)cc3)CC2c2ccc(F)cc2)cc1 (stereo not drawn)	91.8
C/C(=N\Nc1ccc2ccccc2n1)c1ccccn1	-39.0*
OC(COc1ccccc1Cl)CN1CCOCC1 (stereo not drawn)	112.2
CC(O)CCNC(c1ccccc1)C(O)c1ccccc1 (stereo not drawn)	102.4
O=S(=O)(O)c1cccc2c1oc1ccccc12	100.3
CCOC(=O)C1=C(N)N(c2ccc(C)cc2)C2=C(C(=O)CC(C)(C)C2)C1c1ccc([N+](=O)[O-])cc1 (stereo not drawn)	100.0
COc1cc2c(cc1O)CC[C@@H]1C2CC[C@@]2(C)C1CC[C@@H]2O (stereo partly drawn)	-3.1*
NNc1c(Cl)cc(Cl)cc1Cl	99.4
COC(=O)/C=C1/S/C(=N\N=C\c2ccc(OS(=O)(=O)C(F)(F)C(F)(F)C(F)(F)C(F)(F)C(F)(F)C(F)(F)C(F)(F)C(F)(F)F)cc2)N(c2ccccc2)C1=O	103.5
CSCCC(NC(=O)COc1ccc(Cl)cc1Cl)C(=O)O (stereo not drawn)	112.0
O=[N+]([O-])c1cc(Br)c(O)c(Br)c1	119.0
CCN(Cc1ccccc1)c1ccc(C=O)cc1	85.2
COc1ccc(OC)c(NC(=O)N2CCCC(C)C2)c1 (stereo not drawn)	67.5
COC(=O)[C@]1(C)CCC[C@]2(C)[C@H]3C[C@H]4C(C(C)C)=C[C@]3(CC[C@H]21)[C@H]1[C@@H]4[C@@H](OCCc2noc(C)n2)CC[C@@H]1OCCc1noc(C)n1	69.9
Cc1c(C)c(C)c(Br)c(C)c1C	83.4

# Later entries
SMILES,HL-60(TB)
O=c1cccc(O)[nH]1,112.3&68.4
Cc1ccc(N2C=[N+](C)c3ccc(C)cc3C2)cc1,91.1
CCS(=O)(=O)CCn1c([N+](=O)[O-])cnc1C,106.3
COC(=O)c1ccc(N=NN(C)COC(C)=O)cc1,102.9
O=C(O)CNS(=O)(=O)Cc1ccccc1,90.9
O=C(Nc1cnns1)Oc1ccccc1,101.5
COc1cc(C(=O)n2nc(C)cc2C)c(N2C(=O)/C(=C/c3ccccc3)N=C2c2ccccc2)cc1OC,107.2
O=S(=O)(NCCCNc1nccc(-n2cnc3ccccc32)n1)c1cccc2ccccc12,89.0
CCC(O)C1CCCCC1 (stereo not drawn),101.4
C=CCN1C(=O)/C(=C/C(=O)OC)S/C1=N\Nc1ccc([N+](=O)[O-])cc1[N+](=O)[O-],108.1
O=C(O)COc1ccc2c(=O)c3sc4c(=O)c5ccccc5c(=O)c4c3c(=O)c2c1,42.7
Cc1nn(-c2ccccc2)c(-n2ccnc2)c1/C=N/Nc1nc(-c2ccc(Cl)cc2)cs1,93.2
CCCNc1nc2ccccc2c2c(=O)c3c(Cl)cccc3sc12,102.3
CCOC(=O)N1CCN(CCCCCOc2ccc(Cl)cc2)CC1,82.4
NC1=NOC(=O)C1C1CCCCC1 (stereo not drawn),96.0
O=C(NCc1ccc2c(c1)OCO2)c1cccc(-c2ccncc2)c1,99.6
CC(=O)n1c(N)nc2ccccc21,102.5
C[C@@H](C[C@H](CCO)c1ccoc1)c1ccc2ccccc2c1,99.7
CCC(=O)OCc1ccccc1Cl,95.4
COc1ccc(/C=C/C(=O)[C@@H]2CC[C@]3(CO)CC[C@]4(C)[C@H](CC[C@@H]5[C@@]6(C)CC[C@H](O)C(C)(C)[C@@H]6CC[C@]54C)[C@@H]23)cc1,93.5
CC(=O)Cc1ccc([N+](=O)[O-])cc1[N+](=O)[O-],90.7
Cn1c(=O)n(CCCO)c(=O)c2c1nc(Oc1cccc(OC(F)(F)F)c1)n2Cc1ccc(Cl)cc1,93.9
COc1ccc(-c2ccn(CCC(=O)N3CCOCC3)n2)cc1OC1CCCC1,96.2
N#Cc1c(N)nc2c(nnn2-c2cccc(C(F)(F)F)c2)c1N,95.2
Cc1ccc2c(c1)/C(=N/c1nc(-c3ccc(F)cc3)cs1)C(=O)N2,53.6
COC1=CC(c2ccc[nH]2)=N/C1=C\c1[nH]c(C)c(CC(=O)NCc2ccccc2)c1C,-0.3*
Cc1ccc(S(=O)(=O)F)cc1,108.6
CCOC(=O)/C(C#N)=C/c1cccc(OC)c1,107.7
CC(=O)NC1=C(C#N)C(c2ccccc2)c2c(ccc3ccccc23)O1 (stereo not drawn),97.4
C=CCn1c(SCC(=O)Nc2ccc(C(=O)/C=C/c3cc(OC)c(OC)c(OC)c3)cc2)nnc1-c1cc(-c2ccc(Cl)cc2)nc2ccccc12,98.7
C=C1C(=O)O[C@H]2[C@H]1CC/C(COC(=O)NCCc1ccc(OC)c(OC)c1)=C\CC[C@@]1(C)O[C@@H]21,30.7
O=P(Oc1cccc2ccccc12)(N1CC1)N1CC1,99.6
Cc1ccc(Nc2nc3sc4cc(Cl)c(Cl)cc4n3c(=O)c2C#N)cc1,78.2
C/C(=N\N=C1\SCC(=O)N1c1ccc(Cl)cc1)c1cc2ccccc2oc1=O,99.7
N#Cc1c(-c2ccc(Cl)cc2)nc(NN)nc1N1CCOCC1,96.3
CC(C)=CCC[C@@H](C)[C@H]1CC[C@@]2(C)C3=C(CC[C@]12C)[C@@]1(C)CC[C@H](O)C(C)(C)[C@@H]1CC3,105.2
CCCCCc1c(C)[nH]c(/C=C2\N=C(c3ccc[nH]3)C=C2Oc2ccc(Cl)cc2)c1C,-40.3*[100 µM]
CCOC(=S)S,95.1
C=C(C)[C@@H]1CC[C@]2(C(=O)NNC(=O)c3ccncc3)CC[C@]3(C)[C@H](CC[C@@H]4[C@@]5(C)CCCNC(C)(C)[C@@H]5CC[C@]43C)[C@@H]12,105.4
Cn1cc(-c2nnc(-c3cn(C)c4ncc(Br)cc34)s2)c2cc(Br)ccc21,105.7
CCOC(=O)N1CCN(CCCCCOc2ccccc2C2CCCCC2)CC1,19.5
CCCCN1CCN(c2ccc3nc(-c4ccc5nc(-c6cc(OC)ccc6OC)[nH]c5c4)[nH]c3c2)CC1,114.8
COc1cc2cc(Oc3ccc(NC(=O)c4cc(C(F)(F)F)cc(C(F)(F)F)c4)cc3)c(C)nc2cc1OC,50.4
COC(=O)/C=C/CBr,129.7
COc1cc(CNC(=O)CCCC/C=C/C(C)C)ccc1OCc1nnc(Nc2ccc(Cl)cc2)o1,89.1
COC(=O)CCc1cc(O)c2c(c1)[C@@H](C(=O)OC)[C@H](c1ccc(O)c(O)c1)O2,9.9*
CC(=O)Oc1ccc(/C(=C(\C)c2ccccc2)c2ccc(OCCCN(C)C)cc2)cc1,67.0
COc1cc(C2CC(c3ccc(S(=O)(=O)NCCNc4nc(N(C)C)nc(N5CCOCC5)n4)cc3)=Nc3c(N)nc(N)nc3N2)cc(OC)c1OC (stereo not drawn),93.6

# Some values from the results shown:
# Cn1cc(-c2nnc(-c3cn(C)c4ncc(Br)cc34)s2)c2cc(Br)ccc21 @ HL-60(TB) = 105.7
# CC(=O)Oc1ccc(/C(=C(\C)c2ccccc2)c2ccc(OCCCN(C)C)cc2)cc1 @ HL-60(TB) = 67.0

# The listing continues.
SMILES,HL-60(TB)
C[N+](C)(C)c1ncnc2nc[nH]c12,91.8
C=CCn1c(SCC(=O)Nc2cccc(C(=O)/C=C/c3ccc(OC)cc3)c2)nc2ccccc2c1=O,77.9
COc1ccc(-c2c(-c3cc(OC)c(OC)c(OC)c3)noc2N)cc1,12.5
C(=Nc1ccccc1)C1=C(Nc2ccccc2)CCC1,114.1
CCC12C=C(c3ccccc3)C(C3C(=O)N(c4ccccc4)C(=O)C31)C1C(=O)N(c3ccccc3)C(=O)C12 (stereo not drawn),91.6
CN1C(=O)C(C2=NN(c3ccc(Cl)cc3)C(c3ccc4c(c3)OCO4)C2)C(=O)N(C)C1=O (stereo not drawn),74.9
Cc1csc(N)n1,59.8
Cc1nc2c3c(ncn2n1)Oc1c(c(=O)n(C)c2ccccc12)C3c1ccc(Cl)cc1 (stereo not drawn),99.4
COc1ccc(/C=C/C(=O)c2ccc(Nc3nc(NCCO)nc(Nc4ccc(Cl)cc4)n3)cc2)cc1,94.0
Cc1ccc(/C=C2\Oc3ccc(O)c(-c4ccccc4)c3C2=O)cc1,77.8
COc1ccc(/C=C2\C=C(c3nc4ccccc4s3)OC2=O)cc1,101.5
C=NNc1nc2ccccc2s1,126.7
NC(=O)c1ccccc1O,113.1&98.8
NC(CCl)=NCCC[C@H](N)C(=O)O,104.3
COc1c(O)cc2oc3cc(O[C@H]4O[C@H](CO)[C@@H](O)C(O)C4O)c(CC=C(C)C)c(O)c3c(=O)c2c1CC=C(C)C (stereo partly drawn),102.6
[O-]/[N+](=C\c1ccc(-n2cc(Cc3cc(Cc4cn(-c5ccc(/C=[N+](/[O-])c6ccccc6)cc5)nn4)c(Cc4cn(-c5ccc(/C=[N+](\[O-])c6ccccc6)cc5)nn4)cc3Cc3cn(-c4ccc(/C=[N+](/[O-])c5ccccc5)cc4)nn3)nn2)cc1)c1ccccc1,95.1
OC(c1ccccc1)c1ccc(Cl)cc1 (stereo not drawn),119.9
COc1ccc(OC)c(CN2CCC(N3CCCC(C)C3)CC2)c1 (stereo not drawn),115.6

# A portion of the library; rates above refer to the full screens.
